HEK293 tox: cytotoxicity in counter-screen for GLP-1R inverse agonists | HEK293 cAMP-luciferase reporter cells, luminescence, 24 h | Potency, µM (doses to about 38.3 µM), without a hit: top-dose activity change, negative = inhibition, actives largely listed as inhibitors | 410,000 tested, 0.13% active | AID 624418;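 note: loss of luciferase light is scored as toxicity; potency is the fitted concentration of half-maximal effect; % is set by controls: 0 for no effect and ±100 for the full control effect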
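Seeding density was 200 cells/uL; after overnight-length (12 h) culture, 23 nL compounds went on for 24 h at 37 °C. Readout used a luciferase detection reagent, luminescence taken after 12 min at room temperature.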
DRD3 agonist: D3 dopamine receptor (human) agonism | P35462 | D3R DiscoveRx beta-arrestin cells, luminescence, 90 min | max activation, % | 410,000 tested, 0.58% active; in the data active = max activation above about 30%; note: 0% is about no effect; mostly tested at two doses, the higher about 12 µM
Target sequence (P35462 whole entry, looked up): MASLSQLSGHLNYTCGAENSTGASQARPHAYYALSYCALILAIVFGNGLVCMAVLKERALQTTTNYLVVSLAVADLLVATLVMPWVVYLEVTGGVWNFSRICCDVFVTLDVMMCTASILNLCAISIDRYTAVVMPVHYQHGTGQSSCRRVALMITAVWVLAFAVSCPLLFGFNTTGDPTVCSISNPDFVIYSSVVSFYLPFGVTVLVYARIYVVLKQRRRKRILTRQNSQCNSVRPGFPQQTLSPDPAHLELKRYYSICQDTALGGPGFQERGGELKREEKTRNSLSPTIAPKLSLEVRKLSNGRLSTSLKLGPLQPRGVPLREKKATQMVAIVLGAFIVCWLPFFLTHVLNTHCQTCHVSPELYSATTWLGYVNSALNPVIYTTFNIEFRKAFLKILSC
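Cells at 1500/well, incubated overnight, then treated with pinned compounds (dopamine as control) for 90 min at 37 degrees C. DiscoveRx reagent added for 30 - 60 minutes at room temperature; luminescence read.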
GLP1R inv ag: acts as inverse agonist at human GLP-1 receptor | P43220 | HEK293 GLP-1R CRE-luciferase, luminescence, 24 h; GLP-1R form is constitutively active | Potency, µM (doses to about 38.3 µM), without a hit: top-dose activity change, negative = inhibition, most hits filed as inhibitors | 410,000 tested, 1.6% active | AID 624417; note: potency is the fitted concentration of half-maximal effect; % is set by controls: 0 for no effect and ±100 for the full control effect; nearly all actives have a fitted effect of over 55% in size
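Using stably transfected HEK293 (constitutively active GLP-1R, cAMP-luciferase reporter), compounds were incubated 24 hr and luciferase measured by luminescence.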
PTHR1 agonist: activates the human parathyroid hormone receptor PTHR1; 410,000 tested, 0.075% active; Potency, µM (highest dose often 115 µM), for the others: at the top dose activation, hits mostly activators; HEK293 GP2 PTHR1 cells, GloSensor cAMP luminescence, 1 h; note: potency is the fitted concentration of half-maximal effect; nearly all actives have a fitted effect of over 55% in size; some results filed as inactive show a strong effect at the top dose; inactives centre near -15; many of its hits are not listed in these tables
Target sequence (Q03431 whole entry, looked up): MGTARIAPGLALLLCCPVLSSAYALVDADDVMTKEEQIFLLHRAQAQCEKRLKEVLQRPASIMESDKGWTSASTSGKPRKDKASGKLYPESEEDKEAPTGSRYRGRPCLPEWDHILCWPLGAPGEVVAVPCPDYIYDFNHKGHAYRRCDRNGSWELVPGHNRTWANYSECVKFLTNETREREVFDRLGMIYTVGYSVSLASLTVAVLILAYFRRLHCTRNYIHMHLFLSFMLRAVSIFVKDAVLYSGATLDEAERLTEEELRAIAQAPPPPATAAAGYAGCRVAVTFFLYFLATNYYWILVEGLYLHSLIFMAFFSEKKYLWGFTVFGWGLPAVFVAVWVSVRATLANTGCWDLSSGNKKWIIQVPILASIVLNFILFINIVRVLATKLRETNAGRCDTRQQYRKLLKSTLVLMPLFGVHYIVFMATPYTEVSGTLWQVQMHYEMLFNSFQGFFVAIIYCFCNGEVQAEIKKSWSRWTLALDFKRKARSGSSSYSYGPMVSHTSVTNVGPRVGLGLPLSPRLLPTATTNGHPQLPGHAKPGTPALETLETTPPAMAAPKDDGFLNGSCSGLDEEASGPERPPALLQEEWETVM
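HEK-293-derived GP2 cells expressing PTHR1 and a GloSensor cAMP reporter, 3,000/well, plated overnight, given luciferin plus IBMX (each 0.5 mM as added) for 1 h at 37 °C, then compound for 1 h at 37 °C. Luminescence was read after 15 min at room temperature.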
TDP-43 yeast inh: rescues yeast growth from TDP-43 toxicity; TDP-43 expressing yeast growth rescue, BacTiter-Glo, 24 h; 410,000 tested, 1.8% active; Potency, µM (top dose mostly 46.1 µM), without a hit: top-dose growth rescue (activation), usual class: activators; note: potency is the fitted concentration of half-maximal effect; % of control where 0% means no effect; nearly all actives have a fitted effect of over 50% in size
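Cell-based yeast growth screen: TDP-43 expression induced in galactose, inoculum OD600=0.02 after raffinose pregrowth to mid-log. Read-out BacTiter-Glo luminescence at 24 hr, 30 deg C; inhibition of toxicity seen as signal increase.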
aSyn yeast inh: inhibitors of alpha-synuclein toxicity in yeast. 370,000 tested, 0.14% active. Yeast expressing alpha-synuclein, growth rescue, BacTiter-Glo, 24 h. Potency, µM (titrated, usually from 46.1 µM), inactives show at the top dose growth rescue (activation), actives largely listed as activators; note: potency is the fitted concentration of half-maximal effect; % of control where 0% means no effect; nearly all actives have a fitted effect of over 65% in size
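Screening used galactose-induced yeast with toxic alpha-synuclein levels, exposed to compound for 24 hr at 30 deg C. Cell growth, read with BacTiter-Glo luminescence, gave the measured signal.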
D3 antag: antagonists of human D3 dopamine receptor; 360,000 tested, 2.5% active; AID 652054; max response, negative = inhibition, %; D3R cells, DiscoveRx beta-arrestin luminescence, antagonist mode; active compounds read low; P35462; in the data active = max response below about -50%; inconclusive = no clear call, values can overlap the other calls; note: % is set by controls: 0 for no effect and ±100 for the full control effect; mostly tested at two doses, the higher about 12 µM
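Cells plated overnight at 1500 cells/well, then exposed to library compounds with dopamine controls for 90 minutes at 37 degrees C. DiscoveRx reagent added for 30–60 minutes at room temperature; luminescence read, quantitative HTS format.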
GLP-1R agonist: agonists of human GLP-1 receptor; AID 624172; P43220; 380,000 tested, 0.007% active; HEK293 GLP-1R CRE-luciferase, luminescence, 4-6 h; cells express a hypersensitive GLP-1R form; Potency, µM (highest dose often 45.6 µM), without a hit: at the highest dose activation, usual class: activators; note: potency is the fitted concentration of half-maximal effect; % of control where 0% means no effect
KB-V1 MDR tox: kills drug-selected multidrug resistant KB-V1 cells. 400,000 tested, 3.4% active. Potency, µM (series often up to 46.1 µM), without a hit: at the highest dose activity change, negative = cytotoxicity, hits mostly cytotoxic. KB-V1 MDR cells viability, CellTiter-Glo, 72 h. AID 1347076; note: potency is the fitted concentration of half-maximal effect; % is set by controls: 0 for no effect and ±100 for the full control effect; nearly all actives have a fitted effect of over 60% in size
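Luminescent ATP read-out (CellTiter-Glo, 10 min) measures survival of drug-selected KB-V1 MDR cells after 72 h, 37 degrees C compound exposure. Medium: phenol-red-free DMEM, 10% FBS. Values from fitted concentration-response curves.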
An asterisk follows results filed as active; i = inactive; u = inconclusive; x = no result given; & = joins results of further samples; [ ] = dose if it differs, or a comment. Unless noted, calls come from the whole dose curve; as a rule, active = well fitted curve in the direction sought with a large enough effect; inconclusive = small, poorly fitted or top-dose-only effect, or another doubt; inactive = no such curve, though single readings can be large; an effect the other way counts as inactive or inconclusive.

Second line of a record: HEK293 tox	D3 antag	DRD3 agonist	PTHR1 agonist	KB-V1 MDR tox	TDP-43 yeast inh	aSyn yeast inh	GLP1R inv ag	GLP-1R agonist
1. CCCn1c(SCC(=O)Nc2nnc(C(C)C)s2)nc2c1c(=O)n(C)c(=O)n2C
    4%	10	19	-27%	u	-11%	1%	0%	6%
2. N#C/C(=C/c1ccccc1)C(=O)OCC(=O)Nc1ccccc1[N+](=O)[O-]
    -12%	8	1	-8%	0%	16%	2%	14%	-7%
3. COC(=O)c1[nH]c2ccc(F)cc2c1NS(=O)(=O)c1ccc(OC)cc1
    u	-27	-21	i	7.3µM*	6%	0%	-9%	-3%
4. CCOC(=O)c1c(-c2ccc(C)o2)csc1NC(=S)NC(=O)N(C)C
    u	-55*	1	-5%[57.5 µM]	0%	u	12%	-14%	-14%
5. NC1=NC[C@H](Cc2ccc(O)cc2)N1CCCCC1CCCCC1
    2%	5	4	-20%	u	13%	-37%[inhibitor]	-30%	-1%
6. O=C(CSc1nnc(-c2ccncc2)o1)Nc1cccc(Cl)c1
    -1%	u	-19	13%	x	4%	-1%	18%	2%
7. CCOc1ccc(CCNC(=O)c2ccc(CS(=O)Cc3cccc(Cl)c3)o2)cc1 (stereo not given)
    -5%&1%	-5	3&-5	-38%&-41%[inhibitor]	-25%	0%&20%	12%	u	12%
8. O=C(NNc1ncc(C(F)(F)F)cc1Cl)c1ccc(Cl)c(Cl)c1
    -1%	2	18	-38%[inhibitor]	-6%	-5%[1.82 µM]	0%	-26%	3%
9. CCOC(=O)CSc1nnc(-c2ccc(NS(=O)(=O)c3ccc(C)cc3)cc2)o1
    -4%	u	-9	-37%[inhibitor]	-2%	16%	10%	2%	-1%
10. CC1=C(C(=O)Nc2cccnc2)C(c2cccc(F)c2)n2nc(SCc3ccccc3F)nc2N1 (stereo not given)
    -3%	x	-7	-14%	u	8%	x	5%	1%
11. COC(=O)c1ccccc1NC(=O)c1cccc(NC(=O)c2ccc(Br)o2)c1C
    u	2	-1	u	u	u	-22%	-7%	10%
12. CS(=O)(=O)NCCCCCCNS(C)(=O)=O
    -1%	-10	-8	11%	10%	-17%	0%	0%	0%
13. Fc1ccccc1NC(=S)NCCc1cccc(Cl)c1
    -28%	-6	-11	-10%	-8%	u	-1%	u	8%
14. NS(=O)(=O)c1cccc(NC(=O)COC(=O)Cc2ccc(S(=O)(=O)N3CCCCC3)s2)c1
    23%	5	4	i	u	13%	1%	5%	5%
15. CCN(CC)CCCC(C)NC(=O)c1c(NC(=O)c2ccccc2)sc2c1CCCC2 (stereo not given)
    14%	-8	-22	i	0%	5%	2%	u	-1%
16. CCOC(=O)c1sc(NC(=O)C(OC(C)=O)c2ccccc2)nc1C (stereo not given)
    -3%	2	-3	i	2%	0%	-1%	1%	3%
17. CCCCN(Cc1ccccc1)S(=O)(=O)c1cc(Br)cc2c1N(C(C)=O)C(C)C2 (stereo not given)
    0%	6	-16	u	21µM*	-5%	1%	0%	4%
18. O=C(COC(=O)C1CCC1)Nc1cccc(S(=O)(=O)N2CCOCC2)c1
    9%	0	-7	u	1%	0%	0%	7%	7%
19. Cc1ccc(Oc2ccc(-c3nc(N)nc(N)n3)cc2)cc1C
    3%	30	20	-5%[57.5 µM]	0%	5%	-37%[inhibitor]	60%[activator]	15%
20. COC(=O)C1=C(C)N(C2CCCCC2)C(=O)/C1=C\c1cccs1
    -2%	22	-5	i	0%	5%	11%	u	27%
21. COc1ccc(COCC(O)CN(Cc2ccccc2)C(C)C)cc1OC (stereo not given)
    4%	36	5	i	-24%	-11%	-16%	-16%	4%
22. COc1cccc(NC(=O)COC(=O)c2ccccc2C(=O)N(C)c2ccccc2)c1
    u	-18	-10	-22%	23µM*	12%	13%	-39%	18%
23. COc1ccc(Cn2cc(C(=O)c3ccc(Cl)cc3)c(=O)c3cc4c(cc32)OCO4)cc1
    -13%	x	8	i	-10%	6%	x	-28%	x
24. COc1cccc(NC(=O)CN(C)C(=O)/C=C/c2ccc3ccccc3n2)c1
    -25%	-13	-16	i	9%	-13%	-3%	u	-1%
25. COCCN(CC(=O)NCC1CCCO1)C(=O)CCC(=O)Nc1cc(C)on1 (stereo not given)
    8%	-9	-6	-9%[57.5 µM]	1%	-9%	-6%	0%	6%
26. Cc1cc(C)cc(N=c2c([N+](=O)[O-])nn(-c3ccc(Cl)cc3)n2O)c1
    -26%	-19	-7	-21%	-1%	u	-5%	-19%	11%
27. NC(=O)CC12CC3CC(C1)CC(CC(N)=O)(C3)C2
    1%	21	0	-4%[57.5 µM]	6%	-3%	-13%	4%	-10%
28. Cc1c(NC(=O)c2ccc(Cl)nc2)cccc1-c1nc2cccnc2s1
    -5%	33	-5	-38%[inhibitor]	u	14%	0%	u	-1%
29. O=C(c1ccc(CS(=O)Cc2ccccc2Cl)o1)N1CCN(c2ccccc2)CC1 (stereo not given)
    -17%	2	-5	-17%	u	0%	5%	-2%	5%
30. c1ccc2cc(Cn3ccnc3)ccc2c1
    -4%	12	7	i	-11%	-9%	-1%	15%	10%

Remaining list, next part
Second line of a record: HEK293 tox	D3 antag	DRD3 agonist	PTHR1 agonist	KB-V1 MDR tox	TDP-43 yeast inh	aSyn yeast inh	GLP1R inv ag	GLP-1R agonist
31. Cn1nccc1C(=O)Nc1cccc(S(=O)(=O)N2CCOCC2)c1
    0%	4	0	i	16%	19%	-6%	-1%	0%
32. CCOC(=O)CCCNC(=O)CCNC(=O)c1ccc(OCCC(C)C)cc1
    9%	24	6	i	5%	11%	12%	-1%	11%
33. COc1ccccc1OCc1cc(C(=O)N(C)CCC2CCOCC2)no1
    0%	-6	5	i	u	u	-3%	11%	14%
34. COc1ccccc1OCC(=O)Nc1ccc(S(=O)(=O)N2CCCCCC2)cc1
    0%	-17	-3	-3%[57.5 µM]	-10%	12%	9%	-6%	9%
35. Cc1cc2c(ncn2Cc2ccccc2)c(NS(C)(=O)=O)c1C
    5%	-25	0	i	-17%	-1%	-7%	-9%	1%
36. Cn1nc(-c2ccc(C(=O)O)cc2)c2ccccc2c1=O
    1%	0	2	i	-9%	-2%	x	1%	10%
37. C=C(C)CN1C(=O)C(C)SC1=NN=C1SCC(=O)N1C (stereo not given)
    -22%	0	-13	-13%	-19%	1%	13%	-21%	-1%
38. CSc1nnc(-c2ccc([N+](=O)[O-])cc2)o1
    3%	u	-11	-19%	-1%	-7%	-2%	-28%	1%
39. CCOc1ccc(N2CSC(=S)N(c3ccc(OCC)cc3)C2)cc1
    4%	0	5	-11%	2%	25%	u	2%	9%
40. Cn1c(=O)cc(SCC(=O)N2CCN(c3ccccn3)CC2)c2ccccc21
    -12%	8	2	-6%	-1%	17%	-1%	-21%	-4%
41. O=C(CNC(=O)c1ccc(Cl)cc1Cl)OCn1nnc2ccccc2c1=O
    -2%	10	0	-23%	6%	u	14%	12%	-4%
42. Brc1ccc(-c2c(-c3ccsc3)sc3ccccc23)cn1
    7%	-1	9	-10%	12%	5%	-8%	u	6%
43. Cc1cc(-c2ccccc2)nc(=O)[nH]1
    7%	-8	-5	i	-4%	7%	1%	6%	9%
44. CC(C)(C)NC(=O)C1c2ccccc2OCC(=O)N1C1CC1 (stereo not given)
    3%	17	-8	24%	18%	1%	9%	9%	-2%
45. CC1COc2ccccc2N1S(=O)(=O)c1ccc(Cl)cc1 (stereo not given)
    -3%	u	-10	-24%	-25%	-60%[inhibitor]	u	u	22%
46. COc1ccc(C2=C(C)CC(C)(C)NC2=O)cc1OC
    8%	-10	2	i	16%	2%	6%	5%	-6%
47. C=CCc1c(N(CC)CC)nc(C)[nH]c1=O
    0%	-6	-12	i	12%	-23%	0%	92%[activator]	12%
48. CCOC(=O)CN(C(=O)COc1nc(-c2ccccc2)cc(C)c1C#N)c1ccccc1C
    -18%	28	-2	-7%	-33%	9%	0%	1%	4%
49. CCN(CC)Cc1c(C(=O)N/N=C/c2ccc(C)o2)nnn1-c1nonc1N
    7%	11	1	i	-13%	2%	1%	0%	7%
50. CC(=NNC(=O)c1ccncc1)c1ccccc1O
    u	-23	-25	i	-26%	5%	u	-65%	2%
51. COCCCNC(=O)/C(C#N)=C/c1cc(C)[nH]c1C
    1%	3	-1	i	-20%	-11%	-2%	14%	3%
52. CCCCC[C@H](C)N1C[C@H](COCc2ccccc2)Oc2cc(N3CCC[C@H]3COC)ccc2S1(=O)=O
    2%	19	2	-30%	u	8%	-6%	u	7%
53. Cc1cccc2c(C(=O)n3cccn3)cc(-c3ccccc3Cl)nc12
    -6%	2	2	i	0%	u	-13%	13%	-8%
54. O=C(O)C1Cc2ccccc2CN1C(=O)c1ccccc1 (stereo not given)
    5%	-13	-5	-31%[inhibitor][57.5 µM]	4%	-21%	-4%	-6%	-9%
55. Cc1n[nH]c(=O)c2c(NC(=O)CSc3ccc(Br)cc3)oc(C)c12
    3%	-26	-22	-33%[inhibitor]	0%	4%	1%	3%	0%
56. O=C(COC(=O)c1ccccn1)NCc1ccccc1
    6%	-11	0	i	4%	-24%	1%	9%	-7%
57. CC1(C(=O)NS(=O)(=O)Cc2cccc(Cl)c2)CCN1C(=O)C/C=C/c1ccccc1 (stereo not given)
    -1%	10	-2	-29%	3%	27%	1%	-29%	-13%
58. CCCNC(=O)c1ccccc1C(=O)NC1(C(=O)NCCC)CCCC1
    -12%	11	2	-10%	15%	16%	1%	13%	3%
59. O=C1CN(C(=O)COC(=O)[C@@H]2CC(O)CN2S(=O)(=O)c2ccc(Cl)cc2)c2ccccc2N1 (stereo not given in full)
    7%	-20	-2	i	x	4%	-1%	-7%	0%

Source: PubChem (National Center for Advancing Translational Sciences (NCATS))

These rows are one share of the data, so the mix of outcomes need not match the whole.
